pCIP destab: lowers stability of the mouse p/CIP coactivator protein | F442A p/CIP-EGFP cells, EGFP fluorescence, 16 h | Q05BA5 | 0.01% of 290,000 active | decrease of EGFP signal, % at 10 µM;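 active means EGFP signal decrease of at least 30% at 10 µM or well 3 SD below plate mean, unless failing retest; inactive means the rest, including hits failing retest or dose response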; further: some compounds called inactive have numbers as strong as hits; many of its hits are not listed in these tables
Target sequence (Q05BA5 1-1403): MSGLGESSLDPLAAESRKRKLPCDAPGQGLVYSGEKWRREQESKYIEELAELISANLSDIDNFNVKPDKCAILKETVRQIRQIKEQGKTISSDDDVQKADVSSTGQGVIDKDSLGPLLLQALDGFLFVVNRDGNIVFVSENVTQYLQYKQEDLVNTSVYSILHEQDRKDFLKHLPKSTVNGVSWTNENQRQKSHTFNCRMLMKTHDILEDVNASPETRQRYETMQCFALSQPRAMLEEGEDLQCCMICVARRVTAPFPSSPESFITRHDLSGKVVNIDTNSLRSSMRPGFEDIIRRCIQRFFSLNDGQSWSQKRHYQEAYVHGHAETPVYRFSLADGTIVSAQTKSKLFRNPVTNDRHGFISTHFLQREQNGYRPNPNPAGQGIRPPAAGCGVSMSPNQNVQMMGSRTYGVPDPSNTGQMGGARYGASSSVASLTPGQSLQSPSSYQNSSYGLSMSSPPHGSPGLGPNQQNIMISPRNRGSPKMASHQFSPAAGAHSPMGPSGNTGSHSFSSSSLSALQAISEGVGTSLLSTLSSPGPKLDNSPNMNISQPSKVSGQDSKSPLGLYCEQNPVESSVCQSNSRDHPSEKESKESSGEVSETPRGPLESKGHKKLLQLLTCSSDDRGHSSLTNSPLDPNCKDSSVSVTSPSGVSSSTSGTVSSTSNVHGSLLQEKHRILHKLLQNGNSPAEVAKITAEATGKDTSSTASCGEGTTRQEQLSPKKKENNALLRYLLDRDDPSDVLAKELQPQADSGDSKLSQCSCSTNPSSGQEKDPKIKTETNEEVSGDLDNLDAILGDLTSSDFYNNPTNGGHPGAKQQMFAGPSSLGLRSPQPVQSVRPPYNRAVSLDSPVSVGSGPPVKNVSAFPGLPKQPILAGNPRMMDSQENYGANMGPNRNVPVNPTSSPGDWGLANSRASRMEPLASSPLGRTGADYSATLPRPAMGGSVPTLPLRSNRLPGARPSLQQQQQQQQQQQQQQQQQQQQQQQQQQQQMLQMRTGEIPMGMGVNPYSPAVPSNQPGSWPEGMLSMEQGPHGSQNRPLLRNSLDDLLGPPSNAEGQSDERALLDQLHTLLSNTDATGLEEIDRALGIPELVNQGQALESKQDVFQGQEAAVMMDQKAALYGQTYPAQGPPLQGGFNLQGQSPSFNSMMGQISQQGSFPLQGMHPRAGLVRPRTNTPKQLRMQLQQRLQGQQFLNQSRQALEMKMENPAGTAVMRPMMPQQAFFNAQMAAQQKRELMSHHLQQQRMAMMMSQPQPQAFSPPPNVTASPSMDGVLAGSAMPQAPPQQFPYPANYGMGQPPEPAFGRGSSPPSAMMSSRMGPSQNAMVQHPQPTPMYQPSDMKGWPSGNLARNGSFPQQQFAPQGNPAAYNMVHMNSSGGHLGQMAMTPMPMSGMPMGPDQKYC
IDE inh: inhibits human insulin-degrading enzyme in HEK cells; P14735; FAbetaB cleavage, fluorescence polarization; inhibition, % at 5.59 µM; 0.41% of 320,000 active; AID 434962;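 active means percent inhibition above the average of all tested compounds plus 3 SD, set per screening campaign, cut at about 16% in these data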;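 further: IDE supplied by intact live HEK cells; FP after avidin binding of uncleaved biotin substrate so inhibition keeps polarization high; 0% = DMSO wells and 100% = 60 µM reference IDE inhibitor Ii1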
NS3 helicase inh: blocks Hepatitis C virus NS3 helicase unwinding. NS3 helicase DNA unwinding, Cy5 molecular beacon fluorescence. inhibition, % at 10.9 µM. 0.56% of 290,000 active. AID 1800;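 active means inhibition above the mean of all tested compounds plus 3 SD, set per campaign, cut at about 35% in these data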;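 further: 0% = DMSO wells and 100% = thioflavine S control wells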
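Control set: DMSO versus 110 µM thioflavine S; Material: NS3 helicase fragment of HCV; Measured by: Cy5 fluorescence at 0 and 60 min, beacon hairpin quenching; Read-out basis: percent inhibition from t60/t0 fluorescence ratio; Times: reaction time 60 min, 25 °C; Repeats: single replicate; Compound dosing: single dose, 10.9 µM nominal final, DMSO 0.8% final.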
UBC9 SUMO inh: blocks human SUMOylation mediated by UBC9; P63279; HTRF SUMOylation assay, SAE1/SAE2 + UBC9, in vitro; inhibition, % at 35 µM; 0.36% of 290,000 active; in the data active means inhibition above about 50%, passing the limit was not always enough; further: strong numbers were not always called active
IMP-1 inhibitor: blocks Pseudomonas aeruginosa IMP-1 metallo-beta-lactamase | 0.45% of 290,000 active | inhibition, % at 5.6 µM | purified IMP-1, nitrocefin hydrolysis, epi-absorbance fluorescence;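 active means inhibition above the mean plus 3 SD of all compounds in the same screening run, cut at about 4.5% in these data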;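 further: 0% = IMP-1 with DMSO and 100% = DMSO wells lacking enzyme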
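System: Purified recombinant IMP-1 metallo-beta-lactamase enzyme | Measured by: Fluorescence quenching readout, ex 480/em 530 nm | Replication: Singlicate | Incubation: 15 min preincubation plus 25 min reaction at 25 °C | Evaluation: Percent inhibition from optical density relative to buffer-blank wells | Benchmarks: DMSO with and without IMP-1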
IDE cell activ: activators of human insulin-degrading enzyme in cells | P14735 | HEK cells, FAbeta-B cleavage, fluorescence polarization; 0% vehicle, 100% cell-free pure enzyme wells | activation, % at 5.96 µM | 0.073% of 340,000 active | AID 493087;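 active means activation above the mean of all tested compounds plus 3 SD, set per screening campaign, cut at about 17% in these data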
FID counter: counter-screen for HCV NS3 helicase inhibitors: DNA intercalator displacement; 0.17% of 290,000 active; AID 1845; DNA fluorescent intercalator displacement, fluorescence; inhibition, % at 7.9 µM; in the data active means inhibition above about 37%;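 further: 0% = vehicle and 100% = reference compound; higher means more ethidium bromide displaced from hairpin DNA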
VIM-2 inh: inhibitors of Pseudomonas aeruginosa VIM-2 metallo-beta-lactamase | AID 1527 | inhibition, % at 5.6 µM | purified VIM-2, nitrocefin hydrolysis, epi-absorbance fluorescence | 0.89% of 290,000 active;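 active means inhibition above the mean of all tested compounds plus 3 SD, cutoff set per screening run, cut at about 7.5% in these data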;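 further: red hydrolysis product quenches plate fluorescence so inhibitors raise well fluorescence; 0% = enzyme with DMSO and 100% = DMSO without enzyme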
PfM18AAP inh: blocks P. falciparum M18 aspartyl aminopeptidase; recombinant PfM18AAP, H-Glu-NHMec fluorogenic cleavage; inhibition, % at 7.35 µM; 1.2% of 290,000 active;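 active means inhibition above the campaign mean inhibition over all tested compounds plus 3 SD, cut at about 28% in these data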;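 further: 0% = plate median of test compound wells and 100% = 2 mM ZnCl2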
An asterisk follows results filed as active; x = not tested or not shown.

SMILES,pCIP destab,IDE inh,NS3 helicase inh,UBC9 SUMO inh,IMP-1 inhibitor,IDE cell activ,FID counter,VIM-2 inh,PfM18AAP inh
CCCCn1c(O)c(C(CC)=NCc2ccc(F)cc2)c(=O)[nH]c1=O,-20.4,7.2,10.7,3.7,-0.5,-0.8,-13.8,-1.0,2.9
O=S(=O)(c1ccccc1)N1CN2CCN(C2)C1,-8.1,3.2,-3.0,19.2,-4.4,-2.6,5.4,-3.0,0.5
Cc1ccc(Cn2nnnc2CN2CCC(n3nnc4cc(C(F)(F)F)ccc43)CC2)cc1,-18.3,3.8,-5.9,-3.5,-1.3,5.9,-4.9,-0.5,4.5
Cc1c(NP(=S)(C(C)(C)C)C(C)(C)C)c(=O)n(-c2ccccc2)n1C,5.6,2.0,7.7,-4.9,-1.4,5.0,-1.9,-1.8,-5.3
Fc1ccc2c(c1)nnn2C1CCN(Cc2nnnn2C2CCCCC2)CC1,-15.5,-4.3,-2.7,6.4,0.0,0.7,-15.1,0.2,-3.6
CN1CCN(Cc2ccc(OC(F)(F)F)cc2)CC1,5.1,-1.0,11.0,-1.8,-0.2,-2.3,6.7,-0.6,11.6
CC1C2Cn3c(nc4ccccc43)C1N(C)O2 (stereo not given),-4.0,-0.5,x,-4.0,x,2.1,x,x,x
Cc1ccc(-n2c(-c3ccc([N+](=O)[O-])cc3)nc3ccccc3c2=O)cc1,-5.4,1.1,3.6,-0.9,0.9,0.8,-18.1,1.2,-2.2
CCN1CCN(C(=O)COc2ccc(S(=O)(=O)N3CCOCC3)cc2C)CC1,-3.1,-5.8,6.0,5.8,-1.6,-1.1,-4.3,-3.8,2.4
OC(c1ccccc1)(c1ccccc1)C1CCCN1 (stereo not given),-7.7,6.8,2.5,11.0,0.3,6.8,4.6,-4.7,-6.2
COc1ccccc1N1CCN(Cc2ccccc2)CC1,-1.6,2.4,1.9,7.2,-2.7,1.2,-0.7,-3.2,-9.9
COc1cccc(OCc2cc(C(=O)N3C[C@H]4C[C@@H](C3)c3cccc(=O)n3C4)no2)c1,-5.1,x,-3.1,-0.6,0.9,3.7,-15.5,0.6,-6.9
CC(C)c1ccc(-n2c(O)c(C=NC(CCS(C)=O)C(=O)O)c(=O)[nH]c2=S)cc1 (stereo not given),-8.0,-3.3,40.0*,7.3,-2.5,-2.5,-12.8,-3.5,0.7
O=c1[nH]c(=S)n(-c2ccccc2)c(O)c1C=NCCN1CCNCC1,-2.7,x,4.2,2.9,-1.3,3.8,-7.8,-1.2,-13.9
COc1ccc(OCCOc2cccc(C=C3C(=O)NC(=O)NC3=O)c2)cc1,-6.8,-1.6,15.1,20.4,-3.3,x,-0.3,-1.7,-0.9

(list continues)
SMILES,pCIP destab,IDE inh,NS3 helicase inh,UBC9 SUMO inh,IMP-1 inhibitor,IDE cell activ,FID counter,VIM-2 inh,PfM18AAP inh
CC(=O)c1cccc(NC2=NCC(C)S2)c1 (stereo not given),-0.5,0.3,-0.8,18.3,-6.4,4.1,-0.5,-0.1,-0.4
CCOC(=O)c1cn2nc(OP(=S)(OCC)OCC)cc2nc1C,-7.7,0.6,29.4,21.6,-2.7,1.3,-21.1,-3.8,0.1
O=C(CN1CCCCC1)Nc1ccc(Br)cc1C(=O)c1ccccc1Cl,-7.1,-2.8,3.3,-1.2,-1.8,-1.7,0.7,-0.9,-3.0
O=C(/C=C/c1ccc(F)cc1)NC(=S)N1C[C@H]2C[C@H](C1)c1cccc(=O)n1C2,5.1,-2.9,-2.4,4.0,-2.6,5.0,-9.9,-1.4,2.6
COc1ccc(NC(=O)[C@@H](NC(=O)N2C[C@H]3C[C@@H](C2)c2cccc(=O)n2C3)C(C)C)cc1,4.3,8.3,-8.4,5.6,-0.9,7.4,-10.5,-1.6,-1.3
C1CC2NCCC3NCCC(N1)N32 (stereo not given),-13.4,0.1,-7.1,28.9,-1.7,3.4,-2.2,-0.2,-10.2
Clc1cc(Cl)cc(NC2=NCCS2)c1,-16.5,9.3,-8.4,10.7,-1.1,-11.4,-9.8,-2.8,-2.9
CCN1CCN(c2ccc(N)cc2)CC1,5.0,-1.1,-27.9,-2.7,-7.5,4.5,10.7,37.8*,5.1
COc1ccc(CCn2c(O)c(C=Nc3ccc(NC(C)=O)cc3)c(=O)[nH]c2=O)cc1OC,13.5,-1.4,5.9,25.6,-3.3,x,-8.3,-3.3,6.0
COCCNC(=O)c1c(NC(=O)c2ccc(Br)o2)n(Cc2ccccc2)c2nc3ccccc3nc12,-9.8,5.2,9.9,98.7*,-0.4,0.9,-7.6,0.2,11.7
CN1CCN(c2nc(N)c(Br)c(Cl)n2)CC1,-15.4,-0.6,4.8,7.1,-1.1,0.2,-2.9,-1.0,-1.8
C=CCn1c(O)c(C(C)=Nc2ccc3c(c2)CCC3)c(=O)[nH]c1=O,-11.6,3.5,4.9,2.7,-1.2,1.5,-4.7,-1.3,0.7
O=C1NC(=O)N(c2ccc(F)cc2)C(=O)/C1=C/c1ccsc1,-1.7,7.7,9.0,8.3,-2.1,2.1,-2.9,2.3,-5.2
O=C1/C(=C/c2cc3c(cc2Cl)OCO3)N2CCC1CC2,-16.6,-3.4,-4.7,49.5,-4.5,x,1.2,-0.6,18.6
CCOc1cc(-c2nc3c(C)cccn3c2NCC2CCCO2)ccc1O (stereo not given),-8.1,2.5,4.2,52.1*,1.3,1.4,9.7,2.3,22.7

Remaining list, next part
SMILES,pCIP destab,IDE inh,NS3 helicase inh,UBC9 SUMO inh,IMP-1 inhibitor,IDE cell activ,FID counter,VIM-2 inh,PfM18AAP inh
O=c1[nH]c(=O)n(CCC2=CCCCC2)c(O)c1/C=N/Nc1ccccc1,-10.2,-4.7,9.2,-4.6,-0.7,3.0,-25.0,1.3,-1.4
Cc1ccc(-c2nc3ccccc3c(=O)n2-c2cc(C)ccn2)cc1,-6.0,-5.0,0.6,22.4,-0.4,-0.2,-16.2,-1.2,-6.2
COc1cc(OC)c(OC)cc1CNCCc1cccc(F)c1,-5.4,-2.4,0.6,-4.5,-1.8,-3.2,4.6,-2.0,-2.1
COc1ccc(-n2c(-c3ccccc3Br)nc3ccccc3c2=O)cc1,-3.3,-2.7,-3.3,2.8,-3.1,2.3,-38.2,-1.9,2.7
CC(C)CCn1c(=O)c(C(=O)NCc2ccco2)c(O)c2ccccc21,-12.8,7.5,4.6,20.2,-1.9,5.4,-16.3,-1.9,-14.6
Cn1c(N2CCNCC2)nc2ccccc21,-6.7,4.9,-0.8,5.3,-2.0,9.2,0.2,0.6,-1.9
C[C@]12CCC(OC(=O)CCC(=O)O)CC1=CCC1C2CC[C@]2(C)C(=O)CCC12 (stereo not given in full),1.4,0.2,6.8,-8.7,-1.9,5.5,-34.3,1.4,4.6
CCCCC(=O)C1C(=O)NC(=O)NC1=O,-6.1,1.6,2.5,8.7,-1.4,-4.5,-2.0,3.6,1.9
O=C1NC(=O)N(Cc2ccccc2)C(=O)/C1=C/c1cnc(-c2ccccc2)nc1,-1.1,3.1,16.9,9.1,-2.5,-0.9,-11.4,-3.4,0.5
CNC(C(=O)c1ccccc1)C(OC)c1ccc(C)cc1 (stereo not given),-2.2,-0.9,2.1,8.5,-2.4,-5.3,4.3,-2.3,-1.0
CCCCn1c(=O)c(C(=O)Nc2ncccc2C)c(O)c2ccccc21,-12.5,2.8,7.8,16.5,-3.4,3.1,-31.4,-2.8,5.3
CCN(CC)c1ccc(N=Cc2c(O)n(-c3ccc(Cl)cc3)c(=O)[nH]c2=O)cc1,-15.1,4.8,7.4,37.6,-2.1,0.5,-1.4,-1.3,2.9
CC(=O)c1c(C)n(Cc2ccccc2)c2ccc(O)cc12,-15.3,9.7,6.5,-13.7,-3.9,4.5,-15.2,-0.1,12.5
c1ccc2sc(C3CCCNC3)nc2c1 (stereo not given),12.6,-2.8,-14.2,12.7,-2.9,2.3,5.5,0.2,-1.0
Cc1ccc(-n2c(O)c(/C=N/N3CCCCCC3)c(=O)[nH]c2=O)cc1C,-11.6,3.2,2.6,16.2,-3.9,x,-21.5,-2.6,5.0

(further entries)
SMILES,pCIP destab,IDE inh,NS3 helicase inh,UBC9 SUMO inh,IMP-1 inhibitor,IDE cell activ,FID counter,VIM-2 inh,PfM18AAP inh
Fc1ccc(CCNCc2ccc(Cl)c(Cl)c2)cc1,1.5,3.0,-26.4,-15.8,-1.6,7.2,16.4,0.1,-9.0
Cc1cccc(CN2CCN(c3ccc(Cl)cc3)CC2)c1,-25.1,4.5,-3.5,-17.6,-2.1,-9.5,5.3,-3.0,3.5
Cc1cc(OCC(=O)NC(Cc2ccc(Cl)cc2)C(=O)O)c2c3c(c(=O)oc2c1)CCCC3 (stereo not given),6.7,1.7,-27.5,28.3,-0.7,6.5,6.6,33.5*,-15.3
Cc1sc(-n2c(C)cc(C=C3C(=O)NC(=O)NC3=O)c2C)c(C#N)c1C,-20.5,-0.9,-3.7,12.2,0.4,x,-10.6,-1.5,5.7
COc1ccc(OC)c(-n2c(O)c(C=NCCN3CCNCC3)c(=O)[nH]c2=S)c1,0.3,-2.6,-4.7,-0.7,-4.0,4.4,-5.3,-4.2,2.7
COc1cccc(C(=O)N2C[C@H]3C[C@@H](C2)c2cccc(=O)n2C3)c1,0.8,-1.3,4.6,7.8,-2.4,-8.0,-4.0,-2.1,0.7
Cc1ccc(CN(Cc2ccccc2)C(=S)NCC(=O)N2CCC3(CC2)OCCO3)o1,1.2,10.0,8.3,31.3,-2.0,-0.8,-43.5,-2.5,4.7
Cc1ccc2cc(CNCCc3ccccc3C)c(=O)[nH]c2c1,6.9,-0.1,4.8,17.0,-3.9,2.1,-1.8,-0.8,25.6
CN1CN=C(N[N+](=O)[O-])N(Cc2ccco2)C1,-17.0,2.9,-2.8,-7.7,-1.2,-1.6,-2.1,-1.6,-4.5
CCCC/C(=N/O)c1c(C)[nH]c2ccccc12,-5.6,5.8,5.8,4.8,-3.6,-0.1,-3.8,-2.6,-2.2
c1ccc2c(CCNC3CCCCC3)c[nH]c2c1,-2.8,7.2,-5.6,3.3,-2.4,-0.6,5.1,0.7,-4.6
CCn1c(O)c(/C=N/NC(=O)c2ccccc2)c(=O)[nH]c1=S,-4.8,2.4,8.0,2.5,-4.5,7.0,-11.8,-1.1,-5.8
CCN(CC)P(=O)(Oc1cccc(C)c1)N(CC)CC,-5.2,1.6,6.7,-9.9,-2.9,0.0,-17.6,-1.5,-1.2
O=P(O)(O)/C=C(\Cl)c1ccccc1,-4.3,-0.8,4.5,-3.3,-0.6,8.8,4.4,-4.6,5.2
O=C(c1cccn2c(=O)c3cc(Br)ccc3nc12)N1CCC2(CC1)OCCO2,11.9,5.9,1.0,49.9,-4.3,-28.6,-2.9,-4.2,-6.4
O=C1OCCN1P(=O)(c1ccccc1)c1ccccc1,6.5,7.1,-1.1,4.6,-1.5,3.3,3.3,-2.4,-9.2
Cc1c(C=O)c2ccccc2n1Cc1ccc(F)cc1,-3.1,0.7,1.3,4.4,-1.5,-2.7,-5.1,1.6,1.4
CNc1cc(N2CCNCC2)ccc1[N+](=O)[O-],-6.5,-2.1,0.7,5.9,-1.2,6.1,4.2,3.0,4.4

Bioassay records deposited in PubChem BioAssay by several laboratories.

Not all compounds are listed; rates above refer to the full screens.
